# Screening data as filed in PubChem BioAssay.
# TEAD-YAP inh: TEAD-YAP interaction inhibition. HEK-TIYL cells, TEAD-Gal4/YAP UAS-luciferase luminescence. inhibition, % at 9.12 µM. actives 1.4% (n = 640,000); in the data active = inhibition above about 32%;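 also: 0% = median of test compound wells and 100% = reference inhibitor wells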
# MITF inh: human MITF inhibition, primary screen; actives 0.91% (n = 650,000); inhibition, % at 2.6 µM; AlphaScreen MITF homodimerization, bead proximity signal; O75030; in the data active = inhibition above about 50%;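 also: 0% = vehicle wells with protein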
# Target sequence (O75030 whole entry, looked up): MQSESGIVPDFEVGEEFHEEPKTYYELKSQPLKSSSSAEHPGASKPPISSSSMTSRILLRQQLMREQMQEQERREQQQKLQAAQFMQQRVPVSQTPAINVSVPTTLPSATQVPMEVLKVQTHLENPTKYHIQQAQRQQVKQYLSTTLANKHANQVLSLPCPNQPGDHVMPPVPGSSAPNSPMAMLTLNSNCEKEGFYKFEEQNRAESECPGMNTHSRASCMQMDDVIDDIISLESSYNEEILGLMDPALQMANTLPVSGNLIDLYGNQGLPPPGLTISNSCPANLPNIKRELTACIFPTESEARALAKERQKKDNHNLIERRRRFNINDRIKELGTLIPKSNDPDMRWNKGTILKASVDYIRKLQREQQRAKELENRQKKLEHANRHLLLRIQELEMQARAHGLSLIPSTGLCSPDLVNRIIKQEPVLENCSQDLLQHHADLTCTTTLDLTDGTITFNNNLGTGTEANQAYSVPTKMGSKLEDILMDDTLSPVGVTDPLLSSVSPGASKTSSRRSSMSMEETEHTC
# FBW7 act: human FBW7 E3 ligase activation, primary screen | Q969H0 | AlphaScreen FBW7–phospho-cyclin E peptide binding, activator screen | normalized activity (activation), % at 26.1 µM | actives 0.13% (n = 650,000); in the data active = normalized activity above about 1.9%;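 also: purified mutant Fbw7 with reduced substrate affinity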
# GPR151 ag: activators of human GPR151. activation, % at 11.2 µM. actives 1% (n = 650,000). PathHunter beta-arrestin GPR151 cells, luminescence. AID 1508602; in the data active = activation above about 4.9%;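 also: 0% = median of compound wells and 100% = cells with positive control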
# Target sequence (Q8TDV0 whole entry, looked up): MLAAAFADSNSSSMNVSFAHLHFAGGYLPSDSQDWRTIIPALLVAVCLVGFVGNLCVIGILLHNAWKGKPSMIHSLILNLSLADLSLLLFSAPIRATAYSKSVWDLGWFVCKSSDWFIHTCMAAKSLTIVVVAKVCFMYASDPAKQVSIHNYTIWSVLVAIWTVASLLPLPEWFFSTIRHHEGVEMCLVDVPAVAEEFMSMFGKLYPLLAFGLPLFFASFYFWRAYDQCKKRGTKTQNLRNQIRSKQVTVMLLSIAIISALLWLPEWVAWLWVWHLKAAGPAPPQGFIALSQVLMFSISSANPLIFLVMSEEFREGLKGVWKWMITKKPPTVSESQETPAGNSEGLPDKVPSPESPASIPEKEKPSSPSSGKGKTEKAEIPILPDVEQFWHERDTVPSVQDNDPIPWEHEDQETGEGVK
# Active calls of the source: *.
SMILES,TEAD-YAP inh,MITF inh,FBW7 act,GPR151 ag
CN1CCN(c2ccc(-c3ccc(C(=O)NC4CC4)s3)cc2)CC1,52.0*,1.4,0.1,-1.5
Cc1ccc(Nc2nnc(-c3ccc(C)c(S(=O)(=O)N(C)C)c3)c3ccccc23)cc1,4.7,-8.4,-0.1,-0.5
C=CCN(C)NC(=O)Nc1ccccc1,-0.1,8.0,-0.1,-0.5
COc1ccc(C)c2sc(NC(=O)c3ccccc3S(C)(=O)=O)nc12,6.3,-4.0,-0.2,0.0
COc1ccc(-c2noc(CN3CCN(c4ccc([N+](=O)[O-])cc4)CC3)n2)cc1OC,-5.0,9.2,0.1,-0.4
COc1ccccc1CNC(=O)C1=C(C)C(=O)OC12CCCCC2,-4.0,1.1,-0.3,0.4
COc1ccc(N2C(=O)C(CC(=O)Nc3ccc(F)cc3)N(CCCN3CCN(c4cccc(Cl)c4)CC3)C2=S)cc1 (configuration not stated),-10.6,6.1,0.0,-0.8
O=C(Nc1nc(-c2ccccc2)cs1)c1cc([N+](=O)[O-])ccc1Cl,33.0*,11.7,0.2,-1.1
CC(C)c1ccc(N(C)S(=O)(=O)c2ccc3[nH]cc(C(=O)N4CCCCC4)c(=O)c3c2)cc1,10.5,-5.4,-0.1,-0.7
COc1ccc2c(c1)CC(C(=O)Nc1ccc(-c3cn[nH]c3)cc1OCC(=O)O)CO2 (configuration not stated),-4.2,6.2,-0.2,-0.4
COc1cccc(NC(=S)N(Cc2ccc(C(=O)O)cc2)Cc2ccc(OC)c(OC)c2)c1,-1.6,6.8,-0.1,-1.4
COc1cc2[nH]c(=S)nc(NCc3ccccn3)c2cc1OC,-11.1,12.3,-0.6,-0.2
CCOc1ccc(-c2nc(CSc3nncs3)cs2)cc1OC,-28.4,1.5,0.2,-0.2
O=C(OCc1c(F)cccc1Cl)c1cc(=O)c2ccccc2o1,-3.7,-0.5,-0.2,0.2
Cc1ccc(SCC(=O)Nc2ccc(C(N)=O)cc2)cc1,-4.5,-4.7,0.1,0.9
NC(=S)N=Nc1c(O)[nH]c2ccc(S(=O)(=O)N3CCOCC3)cc12,-2.7,5.1,-0.2,-1.0
Nc1nc(N2CCOCC2)nc2c1ncn2-c1ccccc1,7.3,-9.1,-0.1,-0.4
CCOc1ccc(C(C)=O)cc1CSc1nc(O)cc(=O)[nH]1,-0.9,0.5,0.0,0.4
Cc1[nH]c(=O)c(C#N)c(C)c1CSCc1ccco1,2.9,19.4,0.3,0.3
CC1(C)C(N(O)C(=O)Nc2ccc(Cl)c(Cl)c2)N(c2ccc(Cl)c(Cl)c2)C(=O)N1CCC1=CCCCC1 (configuration not stated),-6.1,-2.9,-0.1,-0.7
COc1cccc(NC(=O)COC(=O)CNC(=O)c2cc(OC)cc(OC)c2)c1,4.1,0.0,0.0,0.5
CN(C)S(=O)(=O)c1cc(NC(=O)c2ccc([N+](=O)[O-])o2)ccc1Cl,-9.3,-2.6,-0.1,-0.5
C=CCn1c(-c2ccc(OC)cc2)n[nH]c1=S,11.4,12.1,0.3,-1.2
COc1cccc(OC)c1OCCCOc1ccc(C)cc1,-3.7,20.0,0.7,-1.1
CCCn1c(=O)c(C(=O)NCCN(CC)CC)c(O)c2ccccc21,5.5,4.5,-0.3,-1.4
Cc1ccc(NC(=O)CN2C(=O)S/C(=C\c3ccc(O)c(Br)c3)C2=O)cc1,-6.1,-2.6,-0.1,0.0
C=CCOC(=O)C1C(c2ccc(C(C)C)cc2)c2c([nH][nH]c2=O)CC1(C)O (configuration not stated),5.8,-4.5,0.5,-1.4
COC(=O)c1c(C)oc2cc(Br)c(OCc3ccc(Cl)cc3)cc12,-1.5,3.8,0.5,1.7
CCCCCSc1nnc(-c2ccccc2NC(C)=O)c(=O)[nH]1,1.8,11.5,0.0,0.2
COCc1cc(C)nc(SCC(=O)c2cc(C)cc(C)c2)c1C#N,-0.4,-22.4,1.4,-1.5
CSc1ccc(S(=O)(=O)NCC2CCCO2)cc1 (configuration not stated),2.4,-4.8,0.0,-0.7
CCN(c1ccc(C)c(C)c1)S(=O)(=O)c1cccc2nonc12,-2.7,20.0,0.1,-0.7
COC(=O)C1=C(C)N=C2SCCC(=O)N2C1c1cccc(Br)c1 (configuration not stated),-0.2,-3.1,0.1,0.3
Cc1nnc(SCC(=O)NC(C)c2ccc(F)cc2)s1 (configuration not stated),0.0,13.2,0.2,1.5
NC(=O)c1ccccc1NC(=O)c1ccc(Cl)cc1[N+](=O)[O-],7.5,13.6,-0.1,1.9
CC(C)c1onc(C(=O)N2CCCCCC2)c1[N+](=O)[O-],-3.7,-2.7,-0.1,-1.2
Cc1cc(-n2c(=S)sc3c(=O)n(-c4ccc(F)cc4)c(SCC(=O)O)nc32)ccc1Cl,-2.2,5.5,0.5,1.0
O=C(c1ccc(OC2CSC2)cc1)N1CCCC1c1nc2ccccc2[nH]1 (configuration not stated),14.8,7.3,-0.1,0.5
CCOC(=O)c1cnc2cc(C(F)(F)F)ccc2c1NCCc1ccc(OC)c(OC)c1,-6.9,15.2,0.2,0.0
Cc1ccc(C(=O)N/C(=C\c2ccc3c(c2)OCO3)C(=O)Nc2ccc(F)c(Cl)c2)cc1C,0.0,-7.8,-0.1,-0.5
COCCN(C(=O)Nc1cccc(F)c1)C1CCN(CCc2cccs2)CC1,0.5,11.1,0.0,1.5
COc1cc(/C=C/C(=O)NC(C)c2ccccc2)ccc1OCC#N (configuration not stated),7.5,1.1,0.0,2.5
CCCS(=O)(=O)N1CCc2ccc(NC(=O)c3ccccn3)cc2C1,-52.1,6.5,-0.1,-0.3
CCCC(=O)Nc1ccc(-c2cn3cccc(C)c3n2)cc1,-12.7,13.5,0.2,-4.4
O=C(O)c1ccccc1NS(=O)(=O)c1ccccc1F,6.9,18.9,0.4,-1.4
Cn1cc(SCC(=O)Nc2ccc3c(c2)OCCO3)c2ccccc21,-10.8,14.6,-0.1,-0.5
CN(C(=O)c1cccc2cccnc12)c1nc2c(s1)CCc1occc1-2,4.5,9.1,0.1,0.0
Cc1ccc(N(C)C)cc1NC(=O)COc1ccc(Cl)cc1,-2.9,-5.6,0.1,-0.3
C=CCNC1=C(Cl)C(=O)N(c2ccccc2Cl)C1=O,12.0,2.9,0.1,0.7
Cc1ccccc1CN1CCNC(=O)C1CC(=O)N1CCCC1 (configuration not stated),1.4,-1.8,0.0,3.0
CCNC(=O)c1ccccc1NC(=O)c1ccc(OC)cc1,3.0,-1.1,0.1,-0.9
CN(C)c1ccc(-c2cnn3c(NCc4ccco4)ccnc23)cc1,-56.1,-2.6,-0.7,0.2
Cc1ccc(N2CC(O)=C(c3nc4ccccc4[nH]3)C2=N)cc1,-72.0,3.0,0.1,0.1
COC(=O)C(C)N1C(=O)S/C(=C/c2cc(Br)cs2)C1=O (configuration not stated),-6.5,14.5,-0.2,2.1
CCCNc1nc(Nc2ccc(C)cc2)nc(OCC)n1,-4.7,7.4,0.0,3.4
Cc1ncc(CN2CCCC(C(=O)Nc3ccc(-c4cccc(F)c4)cc3)C2)s1 (configuration not stated),8.3,-13.9,-0.2,1.1
Cc1cncc2c(S(=O)(=O)N3CC[C@H](NC(=O)c4ccc(Br)cc4Cl)C3)cccc12,-16.1,3.6,0.1,-0.7
CCn1cnc2sc(C(=O)N3CC(C)CC(C)C3)c(C)c2c1=O (configuration not stated),12.0,7.8,0.5,-1.9
CCOC(=O)CSc1nc2nc(C)cc(C)c2c(=O)[nH]1,-5.9,11.6,0.0,-0.3
Cc1ccc(N(C(=O)c2cccc(C)c2)C2C=CS(=O)(=O)C2)cc1 (configuration not stated),-2.0,9.6,0.0,-0.4

# Grouped by structure, those above with a COOH group (4)
SMILES,TEAD-YAP inh,MITF inh,FBW7 act,GPR151 ag
COc1ccc2c(c1)CC(C(=O)Nc1ccc(-c3cn[nH]c3)cc1OCC(=O)O)CO2 (configuration not stated),-4.2,6.2,-0.2,-0.4
COc1cccc(NC(=S)N(Cc2ccc(C(=O)O)cc2)Cc2ccc(OC)c(OC)c2)c1,-1.6,6.8,-0.1,-1.4
Cc1cc(-n2c(=S)sc3c(=O)n(-c4ccc(F)cc4)c(SCC(=O)O)nc32)ccc1Cl,-2.2,5.5,0.5,1.0
O=C(O)c1ccccc1NS(=O)(=O)c1ccccc1F,6.9,18.9,0.4,-1.4

# Remaining list, next part
SMILES,TEAD-YAP inh,MITF inh,FBW7 act,GPR151 ag
Nc1c(C(=O)Nc2nc(-c3ccccc3)cs2)sc2nc3c(cc12)CCCCC3,5.1,-7.7,-0.1,4.6
O=C(CN1C(=O)c2ccccc2C1=O)Nc1ccc(Br)cc1,0.8,10.6,0.0,-0.6
COc1cccc(C2CC(c3cccs3)=NN2C(=O)CSc2nnc(CNC(=O)c3ccco3)n2-c2ccccc2)c1OC (configuration not stated),3.0,9.3,0.0,-1.8
COc1ccc2c(c1)cc(C)c1nn(CC(=O)N3CCN(C(C)=O)CC3)c(=O)n12,-7.9,-1.2,-0.2,-0.7
Cc1ccc2nc(NC(=O)c3ccc(S(=O)(=O)N4CCCC4)cc3)sc2c1,2.1,-6.4,0.2,-1.3
Oc1ccc(CNc2ccc(Cl)cn2)c2cccnc12,54.1*,31.2,-0.7,-1.1
CSc1ncc(C(=O)Nc2ccc(F)cc2F)c(C)n1,1.3,-10.7,0.1,-0.7
O=C1CCC(=O)N1c1ccc(N2CC=C(c3ccccc3)CC2)c([N+](=O)[O-])c1,3.7,9.2,0.2,-0.8
Cc1ccc(O)c(NC(=O)CCCC(=O)O)c1,8.0,-3.6,0.0,-1.1
O=C(c1nsc(Cl)c1Cl)N1CCN(C(=O)c2nsc(Cl)c2Cl)CC1,-0.3,2.3,-0.1,0.2
CCOc1ccc(/C=C/C(=O)Nc2nc3ccc(S(C)(=O)=O)cc3s2)cc1OC,-0.8,73.2*,0.1,0.3
CC(C)N(CC(O)COc1ccccc1Br)C(C)C (configuration not stated),9.3,8.0,0.0,-0.4
CCOc1ccc(NS(=O)(=O)c2ccc3c(c2)NC(=O)CC(=O)N3)cc1,-1.1,-5.5,0.0,0.6
C=CCOC(=O)c1sc(N2C(=O)C(=O)/C(=C(/O)c3ccccc3)C2c2ccc(C)cc2)nc1C (configuration not stated),7.2,-2.5,-0.1,0.4
NC(=O)NC(=O)/C=C/c1cn(-c2ccccc2)nc1-c1ccccc1,-3.2,-11.4,-0.1,1.1
CCOC(=O)c1c(NC(=O)CSc2nnc(CNC(=O)c3ccc(OC)cc3)n2-c2ccc(OCC)cc2)sc2c1CCCC2,4.4,1.5,-0.1,0.7
Cc1ccccc1-c1nc2ccccc2c(=O)n1C1CCS(=O)(=O)C1 (configuration not stated),5.4,-2.5,-0.1,0.5
Cc1ccc(C(=O)NCc2c(C)ncc3c2CCN(C(=O)C2CCCO2)C3)s1 (configuration not stated),-24.5,12.9,-0.2,0.1
CC1(C)CC(=O)c2cc(C(=O)Nc3ccc(F)cc3)c(=O)n(-c3ccccc3)c2C1,-10.2,-9.9,0.0,-0.1
CCCOc1ccccc1C1C(C(=O)OCCOCC)=C(C)NC2=C1C(=O)CCC2 (configuration not stated),-2.5,1.4,-0.1,-0.3
CCCC(=O)NC(=S)Nc1cccc2c(O)cccc12,4.2,19.4,0.1,-0.5
CCCCNC(=O)c1cnn2c(C)c(Cc3ccccc3F)c(C)nc12,-0.1,13.4,0.1,-0.6
O=C1NC(c2ccc(O)cc2)Nc2ccccc21 (configuration not stated),8.0,2.5,-0.1,-1.3
Cc1c(C(=O)Nc2ccc3c(c2)OCCO3)sc2ncnc(N3CCCCC3C)c12 (configuration not stated),-20.1,-9.0,0.0,3.0

# 6 consecutive compounds out of the list so far, for reference:
SMILES,TEAD-YAP inh,MITF inh,FBW7 act,GPR151 ag
CN1CCN(c2ccc(-c3ccc(C(=O)NC4CC4)s3)cc2)CC1,52.0*,1.4,0.1,-1.5
Cc1ccc(Nc2nnc(-c3ccc(C)c(S(=O)(=O)N(C)C)c3)c3ccccc23)cc1,4.7,-8.4,-0.1,-0.5
C=CCN(C)NC(=O)Nc1ccccc1,-0.1,8.0,-0.1,-0.5
COc1ccc(C)c2sc(NC(=O)c3ccccc3S(C)(=O)=O)nc12,6.3,-4.0,-0.2,0.0
COc1ccc(-c2noc(CN3CCN(c4ccc([N+](=O)[O-])cc4)CC3)n2)cc1OC,-5.0,9.2,0.1,-0.4
COc1ccccc1CNC(=O)C1=C(C)C(=O)OC12CCCCC2,-4.0,1.1,-0.3,0.4

# The results go on.
SMILES,TEAD-YAP inh,MITF inh,FBW7 act,GPR151 ag
Cc1ccc(C(=O)NCC(=O)NCCCc2ccccc2)s1,-7.2,-30.5,0.0,-0.5
CCOc1ccc2nc(C)cc(Nc3ccc4c(c3)OCCO4)c2c1,2.4,5.4,-0.1,0.3
CCOC(=O)c1ccc(CNC(=O)c2ccc(S(=O)(=O)N3CCOCC3)cc2)o1,-4.5,6.1,-0.1,0.7
C=CCOc1ccc2c(CC)cc(=O)oc2c1C,-29.3,-10.6,0.2,1.3
COc1ccc(CC(=O)NC2CCCCC2C)cc1 (configuration not stated),6.3,26.7,0.0,-0.5
O=C(Cn1nnc(-c2ccccc2NC(=O)C2CCCCC2)n1)Nc1ccccc1,11.8,0.9,0.0,-1.2
O=C(CN1CCOCC1)N(c1ccccc1)c1ccccc1,3.6,12.1,0.1,-0.8
Cc1c(NS(=O)(=O)c2ccc3ccccc3c2)c(=O)n(-c2ccccc2)n1C,16.7,2.6,0.2,0.2
COc1ccc(NC2=NC(=S)N(c3ccccc3)C23CCCCC3)cc1,-2.1,6.6,-0.3,-0.6
